ROMK primary = ROMK potassium channel modulators, primary screen, cell-based, thallium flux, MLSMR library | ATP-sensitive inward rectifier potassium channel 1 (Homo sapiens), P48048 | Tet-inducible ROMK, thallium flux fluorescence; actives lie on both sides | B-score at 10 µM | 130,000 tested, 2% active | AID 1918, 2009;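 active = signal ratio slope over the read window, or its plate-corrected B-score, at least 3 SD from the plate mean, either direction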;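 also: B-score of the F/F0 ratio slope over 7 to 12 s after thallium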
Target sequence (P48048 whole entry, looked up): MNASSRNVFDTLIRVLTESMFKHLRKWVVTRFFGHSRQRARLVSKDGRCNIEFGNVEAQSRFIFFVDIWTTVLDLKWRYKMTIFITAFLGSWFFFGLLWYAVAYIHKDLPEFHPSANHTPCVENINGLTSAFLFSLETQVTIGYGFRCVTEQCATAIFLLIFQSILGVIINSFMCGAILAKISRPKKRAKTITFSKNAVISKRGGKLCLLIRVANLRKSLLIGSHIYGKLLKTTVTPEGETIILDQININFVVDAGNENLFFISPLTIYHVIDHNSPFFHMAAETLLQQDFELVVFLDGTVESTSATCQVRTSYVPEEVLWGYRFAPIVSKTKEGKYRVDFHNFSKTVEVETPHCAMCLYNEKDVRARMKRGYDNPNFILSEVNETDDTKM
S1P3 antag = S1P3 receptor antagonists, primary screen, cell-based. Sphingosine 1-phosphate receptor 3 (Homo sapiens), Q99500. CHO S1P3 NFAT-BLA reporter, FRET fluorescence, antagonist mode. inhibition, % at 4.98 µM. 170,000 tested, 0.27% active;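 active = inhibition above the plate cutoff, the mean inhibition of test wells on that plate plus 3 SD, cut at about 28% in these data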;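 also: cells challenged with S1P at its EC80 of 0.8 µM; blue over green emission ratio from cleaved BLA substrate after 4 h stimulation; 0% = S1P-stimulated wells and 100% = unstimulated DMSO-only wells; some compounds past the cut are filed as inactive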
Target sequence (Q99500 whole entry, looked up): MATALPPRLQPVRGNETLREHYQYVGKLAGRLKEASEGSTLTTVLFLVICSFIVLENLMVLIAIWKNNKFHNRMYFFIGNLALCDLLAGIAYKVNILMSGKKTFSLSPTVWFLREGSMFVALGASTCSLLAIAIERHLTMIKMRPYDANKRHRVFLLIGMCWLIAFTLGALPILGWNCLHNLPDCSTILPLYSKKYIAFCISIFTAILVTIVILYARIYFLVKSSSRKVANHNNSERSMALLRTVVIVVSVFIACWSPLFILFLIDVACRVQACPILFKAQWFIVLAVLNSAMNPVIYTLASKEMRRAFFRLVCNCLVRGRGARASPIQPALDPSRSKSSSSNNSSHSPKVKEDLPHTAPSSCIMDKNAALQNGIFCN
Starred values were filed as active, the others as inactive. This is a subset, so the mix of outcomes need not match the whole.

SMILES | ROMK primary | S1P3 antag
CC(C)C1/C(=N/O)CC(c2ccccc2)NC1c1ccccc1 (stereo not given) | -0.078 | 2
Cc1ccc(SC(=O)c2c([N+](=O)[O-])c(C)nn2C)cc1 | 0.59 | 6
COc1cccc2[nH]c3c(N4CCC5(CC4)OCCO5)ncnc3c12 | 0.075 | 13
COC(=O)COc1cccc2c(=O)n(CC(=O)N3CCC(C)CC3)ccc12 | 0.11 | 4
COc1cc(C2NC(=O)NC(C)=C2C(C)=O)ccc1O (stereo not given) | 0.0066 | -21
CC(C)C(=O)NNC(=O)c1csc(CS(=O)(=O)c2ccc(Cl)cc2)n1 | 0.69 | 9
NC(=O)c1ccc(Oc2ccc(Cl)cc2)c([N+](=O)[O-])c1 | 0.66 | 8
CNC(=O)Cc1csc2ccc(C)cc12 | -0.43 | 7
Oc1ccc(/C=N/Nc2nn3cnnc3c3ccccc23)cc1 | -0.44 | 2
OC(CNCc1ccc2c(c1)OCO2)COc1ccc(F)cc1 (stereo not given) | -1.1 | -3
CCN(CC)C(=O)CSc1nnc2nnc3cc(OC)ccc3n12 | 2.2 | -9
Nc1c2c(nc3ccccc13)CCCC2=O | 0.67 | 2
COc1ccc(NC(=O)C2CCC(CNc3c(N4CCCCC4)c(=O)c3=O)CC2)c(OC)c1 (stereo not given) | 0.85 | -6
C/C(=N\NC(=O)c1nnn(-c2nonc2N)c1COc1ccc(F)cc1)c1ccc(Cl)cc1 | 0.018 | -9
COc1ccc(Oc2ccc(-c3ccn[nH]3)cc2)cc1 | -0.73 | -5
O=C(c1ccccc1F)N1CCN(c2ccc([N+](=O)[O-])cc2-n2cccc2)CC1 | 0.014 | 14
c1ccc(Oc2cccc3cccnc23)nc1 | -0.59 | 8
C=CCN1CC(C)/C(=N\O)CC1C (stereo not given) | -0.032 | -4
CNS(=O)(=O)c1ccc2ccccc2c1 | 1.4 | -15
CN(C1CC(C)(C)NC(C)(C)C1)S(=O)(=O)CC12CCC(CC1=O)C2(C)C (stereo not given) | 0.14 | 14

Complete entries from above. Values in the order: ROMK primary | S1P3 antag
`CC(C)C(=O)NNC(=O)c1csc(CS(=O)(=O)c2ccc(Cl)cc2)n1` reads 0.69 | 9
`C=CCN1CC(C)/C(=N\O)CC1C` (stereo not given) reads -0.032 | -4
`COC(=O)COc1cccc2c(=O)n(CC(=O)N3CCC(C)CC3)ccc12` reads 0.11 | 4
`O=C(c1ccccc1F)N1CCN(c2ccc([N+](=O)[O-])cc2-n2cccc2)CC1` reads 0.014 | 14
`CN(C1CC(C)(C)NC(C)(C)C1)S(=O)(=O)CC12CCC(CC1=O)C2(C)C` (stereo not given) reads 0.14 | 14

(more compounds)
SMILES | ROMK primary | S1P3 antag
CCn1c2ccccc2c2cc(NC(=O)c3ccc(=O)oc3)ccc21 | 0.4 | 3
Cc1ccsc1C1CC(=O)Nc2ccccc2S1 (stereo not given) | -0.43 | -5
C/C(=N\NC(=O)c1n[nH]c2c1CCC2)c1cccs1 | 0.21 | 1
O=S(=O)(CC(O)COc1ccc(Br)cc1)c1ccccc1 (stereo not given) | -1.2 | 2
CC(C)c1ccc(-c2nc3ccccc3s2)cc1 | 0.27 | 1
COC(=O)c1ccc(S(=O)(=O)N2CCCCCC2)n1C | -0.024 | 3
Cc1nc(N)sc1C(=O)N/N=C/c1ccc([N+](=O)[O-])cc1 | 0.0095 | -6
O=C(c1ccc2nc(-c3ccccc3)c(-c3ccccc3)nc2c1)N1CCCCC1 | -0.061 | -4
S=C1NCN(CCc2ccccc2)CN1 | -0.64 | 8
CCOC(=O)N1CCN(c2nc3ccccc3n3cnnc23)CC1 | -0.56 | 4
N#CCc1cc2ccc3cccc4ccc(c1)c2c34 | 0.45 | 9
O=[N+]([O-])c1cnc2ccccn12 | -0.55 | 5
COc1cccc(F)c1C(C[N+](=O)[O-])c1c(N)n(C)c(=O)n(C)c1=O (stereo not given) | -0.12 | 24
CCOC(=O)C(C)Oc1cccc2c(=O)n(CC(=O)NCc3ccccc3)ccc12 (stereo not given) | 1.9 | 37*
Oc1ccc2ccccc2c1N=Nc1nccs1 | 2.2* | -9
Nc1nc(Nc2ccc(Cl)cc2)nc(NCCO)c1[N+](=O)[O-] | 0.014 | -9
Nc1cccnc1Oc1ccccc1F | 0.034 | -10
COc1ccc(-n2nnnc2/C(=C/N(C)C)C(=O)c2ccccc2)cc1 | -0.22 | 1
CSc1nc2ccc(NC(=O)c3c(-c4ccccc4)noc3C)cc2s1 | 0.35 | 6
Cn1ncc(Br)c1NC(=O)CSc1ccc(Cl)cc1 | -1.2 | 8

An excerpt from above in order of the ROMK primary value, ascending:
SMILES | ROMK primary | S1P3 antag
Nc1nc(Nc2ccc(Cl)cc2)nc(NCCO)c1[N+](=O)[O-] | 0.014 | -9
Nc1cccnc1Oc1ccccc1F | 0.034 | -10
CCn1c2ccccc2c2cc(NC(=O)c3ccc(=O)oc3)ccc21 | 0.4 | 3

(listing goes on)
SMILES | ROMK primary | S1P3 antag
CCOc1ccc2[nH]c3c(N4CCC5(CC4)OCCO5)ncnc3c2c1 | -0.7 | 2
COC(=O)COc1ccc(NC(=O)c2ccco2)cc1 | 0.31 | -5
Cc1cccc(NC(=O)Cn2nnc3sc4c(c3c2=O)CC(C)(C)OC4)c1 | 0.28 | -17
Cc1cc(=O)[nH]c(NN)n1 | 0.94 | 13
Nc1nc(-c2ccccc2)cn1/N=C/c1ccccc1 | 7.3* | -6
Cc1cc(C(=O)Nc2ccc(S(=O)(=O)N3CCOCC3)cc2)c(C)o1 | 0.062 | -7
CN(C)c1cc(-c2cccc([N+](=O)[O-])c2)oc(=O)c1Cl | 0.38 | 4
Cc1onc(-c2c(Cl)cccc2Cl)c1C(=O)N=C(N)N1CC(C)OC(C)C1 (stereo not given) | -0.027 | 10
Cc1ccc(-c2nc3c4ccccc4ccn3c2CN2CCCCC2)cc1 | 0.38 | 13
CCC(=O)Nc1ccc2oc(-c3cccnc3)nc2c1 | 0.078 | -9
Cc1ccccc1NC(=O)c1c(C)[nH]c(=S)c(C#N)c1-c1ccc(Cl)cc1 | 0.53 | 1
CC(=O)NCCc1nc2ccccc2n1CCOc1ccccc1 | -0.83 | -4
CNc1nc(SC)n(C)c(=O)c1N=O | -1.3 | -12
O=S(=O)(O)c1cccc(N=Nc2c(O)ccc3ccccc23)c1 | -1.1 | -11
CCc1cccc(C)c1N1C(=O)CC(C)(C)CC1=O | 0.22 | -6
O=C(NC1CCCCNC1=O)c1ccccc1 (stereo not given) | 0.058 | 4
COc1cc(/C=N/NC(=O)c2sc3nc(C)cc(C)c3c2N)ccc1O | 0.22 | 12
Nc1cc(Cl)nnc1Cl | -0.49 | 3
CCc1nnc(NS(=O)(=O)c2ccc(NC(=O)c3ccccc3)cc2)s1 | -0.71 | -9
O=C(c1ccccc1)N1CCCC(C(=O)N2CCN(c3ccccc3)CC2)C1 (stereo not given) | -0.047 | 0
CCOC(=O)CSc1nc(C)c2cccc(C)c2n1 | 0.28 | -15
N#Cc1ccc(-c2cccnc2)nc1SCC(N)=O | 1.2 | -10
O=C(CCn1c(=S)oc2ccccc21)NC1CCCCCCC1 | 0.55 | 4
Cc1nc(CS(=O)(=O)c2ccccn2)sc1C(=O)NNC(=O)c1c(F)cccc1Cl | -0.47 | -8
O=C(Nc1nc2c(Br)cc(Br)cc2c(=O)s1)c1ccco1 | 1.5 | -15
COc1cc(C(=O)Nc2ccncc2)c([N+](=O)[O-])cc1OC | 0.03 | -5
COc1ccc(NC(=O)NCCCN2CCN(c3ccccc3F)CC2)cc1 | 0.57 | 5
CC(C)Nc1cc(C(C)(C)C)nc2c(-c3ccccc3)cnn12 | -0.25 | -1
CCOC(=O)C1(Cc2cccc(F)c2)CCN(Cc2c(C)nn(CC)c2C)CC1 | 0.0053 | 10
Brc1ccc(C2=CC(c3ccco3)n3nnnc3N2)cc1 (stereo not given) | 0.46 | 15
OCC(CO)(CO)NC(=S)Nc1cc(Cl)cc(Cl)c1 | -0.04 | -12
Cc1cc(OCc2nc3ccccc3s2)ccc1N | -0.57 | 1
OC1=C(O)c2nc3cc(C(F)(F)F)ccc3nc21 | 1.1 | 0
COc1ccc(S(=O)(=O)n2nc(-n3c(C)ccc3C)c3c(F)cccc32)cc1OC | -0.057 | 12
COc1ccc(N(CC(=O)Nc2ccc3c(c2)OCO3)S(=O)(=O)c2ccccc2)cc1OC | -1 | -4
CN(C)c1ccc(/C=C2\C(=N)N3C(=NC2=O)Sc2cc(S(C)(=O)=O)ccc23)cc1 | -0.41 | 0
N#Cc1c(Nc2ccc(Cl)cc2)s[nH]c1=O | -12* | -9
Cn1c(N)c(C(=O)CSc2nc3ccccc3[nH]2)c(=O)n(C)c1=O | 0.88 | 0
C/C(=N/Nc1nc(-c2ccccc2)c(CC(=O)O)s1)c1ccccc1 | -0.12 | 15
Cc1cc2nc(=O)c(/C=C3\C=Nc4ccccc43)c(N)n2o1 | -1.7 | -15

Reformatted in CSV form: part of the list above.
SMILES,ROMK primary,S1P3 antag
Brc1ccc(C2=CC(c3ccco3)n3nnnc3N2)cc1 (stereo not given),0.46,15
OCC(CO)(CO)NC(=S)Nc1cc(Cl)cc(Cl)c1,-0.04,-12

Remaining list, next part.
SMILES | ROMK primary | S1P3 antag
NC(=O)N/N=C/c1coc2ccc(O)cc2c1=O | 0.56 | -13
C/C(=N\NC(N)=S)c1ccncc1 | -0.081 | 2
Nc1c(Cl)ncnc1N/N=C/c1cccnc1 | -0.0095 | -1
Cc1ccccc1NC(=O)CN1C(=O)CSc2ccccc21 | -0.087 | 5
Cn1c(O)c(/C=C2\C=Nc3ccccc32)sc1=Nc1ccc(C(=O)O)cc1 | -0.033 | 8
O=C(N/N=C/c1ccc([N+](=O)[O-])o1)c1ccccc1NS(=O)(=O)c1cccs1 | 0.48 | 8
CC(C)NC(=S)N/N=C/c1cccnc1 | -0.93 | 4
CCOC(=O)c1oc2cc(OCC(=O)OC)ccc2c(=O)c1-c1ccc(OC)c(OC)c1 | 0.028 | 2
O=C(Nc1csc([N+](=O)[O-])c1)Nc1ccccc1Cl | -0.078 | 17
COc1cccc(/C=N/NC(=O)c2cnn(-c3ccccc3)c2N)c1 | 0.26 | 22
O=C(Nc1nc2ccsc2c(=O)s1)C1CCC1 | 0.12 | 2
CCCc1nnc(SCC(=O)O)n1CC | 0.58 | -9
C/C(=N/NC(=O)CN1CCN(Cc2ccccc2Cl)CC1)c1cccnc1 | 1.1 | 8
Cc1nc(SCC(=O)O)c(C#N)c2c1CCCC2 | 1.7 | 8
Cn1nccc1NS(=O)(=O)c1ccc(C(C)(C)C)cc1 | 0.36 | -13
O=C(CN1CCOCC1)N/N=C/c1ccc(-c2ccc(C(=O)O)cc2)o1 | 0.66 | 2
Cn1c(SCC(=O)NNC(=O)Nc2ccccc2)nnc1-c1ccccc1 | 0.58 | 3
CC(C)c1onc(C(=O)N2CCN(c3ccccc3)CC2)c1[N+](=O)[O-] | 1.3 | -19
S=C(Nc1ccccn1)NC1CCCCC1 | 0.13 | 0
N/C(=N\OC(=O)COc1ccc(Br)cc1)c1cccc([N+](=O)[O-])c1 | -0.055 | -19

S1P3 antag: entries above that show a hit.
SMILES | ROMK primary | S1P3 antag
CCOC(=O)C(C)Oc1cccc2c(=O)n(CC(=O)NCc3ccccc3)ccc12 (stereo not given) | 1.9 | 37*

(more compounds)
SMILES | ROMK primary | S1P3 antag
COC(=O)CCCCCCCCC(O)C[N+]1(C)CCOCC1 (stereo not given) | -0.0099 | 8
Cc1[nH]c2ccccc2c1/C=C/c1nc2ccccc2c(=O)[nH]1 | -0.042 | 23
CN(C(=O)c1ccc2c(=O)n3c(nc2c1)CCCCC3)c1ccccc1Cl | -0.41 | -13
Cc1nc(S(=O)(=O)Nc2ccc3c(c2)OCCO3)cn1C | -0.032 | 10
Cn1cccc1/C=N/NC(=O)CNc1ccc2ccccc2c1 | 0.027 | 16
COc1ccc(N2CCN(C(=O)C3CCCN(S(=O)(=O)c4c(C)noc4C)C3)CC2)cc1 (stereo not given) | 1.3 | 17
Cc1occc1C(=O)O/N=C(\N)c1ccc(Cl)cc1 | 0.16 | 8
Cn1nnc2c[n+](CC(=O)c3ccc4ccccc4c3)cc(Br)c21 | -0.36 | -11
Cc1nc(C)c(C(=O)NNC(=O)Nc2ccc(Cl)cc2)s1 | 0.26 | 11
Nc1nnn(CC(=O)N/N=C/c2ccco2)n1 | -0.24 | -1
CCOC(=O)NC(=S)Nc1ccc(C(C)(C)C)cc1 | -0.06 | -5
S=c1nc(-c2ccccc2)n(Cc2cccnc2)c2c1CCCC2 | 0.54 | 0
COc1ccc2[nH]c(=O)c(CN(Cc3cccnc3)Cc3nnnn3CC3CCCO3)cc2c1 (stereo not given) | -0.55 | -3
COc1ccc(N(C)C(=O)c2cc3c(s2)-c2ccccc2S(=O)(=O)C3)cc1 | -0.7 | 5
